# From PubChem
# GIRK2 act – GIRK2 channel activators by thallium flux; P48051; HEK293 GIRK2/NPY4 cells, thallium flux fluorescence; activation (% efficacy), % for hits at 37.5 µM; 34,000 tested, under 10 active; AID 1259324;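 active = primary screen hit, no activity in plain HEK293 cells, and in GIRK2-only cells above 5% efficacy rising with concentration; inactive = the rest, including fluorescent compounds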;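 note: efficacy is normalized control-subtracted fluorescence 15 s after thallium addition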
# Target sequence (P48051 whole entry, looked up): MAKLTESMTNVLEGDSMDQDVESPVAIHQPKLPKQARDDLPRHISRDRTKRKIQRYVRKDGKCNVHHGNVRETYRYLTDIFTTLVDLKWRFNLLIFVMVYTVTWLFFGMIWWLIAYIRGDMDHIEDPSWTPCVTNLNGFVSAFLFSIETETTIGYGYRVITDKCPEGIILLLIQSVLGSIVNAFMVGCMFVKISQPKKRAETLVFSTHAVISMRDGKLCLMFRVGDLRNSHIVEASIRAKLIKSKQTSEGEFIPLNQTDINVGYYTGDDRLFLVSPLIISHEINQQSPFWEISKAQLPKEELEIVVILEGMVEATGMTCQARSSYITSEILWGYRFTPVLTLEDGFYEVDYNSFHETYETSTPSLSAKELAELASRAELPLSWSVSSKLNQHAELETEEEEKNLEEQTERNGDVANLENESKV
# Calls only; i = inactive. The list is partial. The share of hits here may be higher or lower than overall.
No.	structure	GIRK2 act
1	CC(C)(C)n1nc2c(c1NC(=O)C(=O)NCCc1ccccc1)CSC2	i
2	CN(C)c1ccc(C(=O)Nc2ccc3c(c2)N(S(=O)(=O)c2ccc(F)cc2)CCC3)cc1	i
3	CC(C)S(=O)(=O)c1cccc(C(=O)Nc2nc(-c3ccccc3)c(C(=O)c3ccccc3)s2)c1	i
4	O=C(N1CC(c2nc(-c3ccco3)no2)C1)C1(c2ccccc2)CCOCC1	i
5	Cc1ccc([N+](=O)[O-])cc1NC(=O)C(=O)NCC(c1cccc2ccccc12)N(C)C (configuration not stated)	i
6	CC1(C)CC(O)CC(C)(C)N1CC(O)COc1ccc(-c2ccccc2)cc1 (configuration not stated)	i
7	Cc1nc(-c2cccs2)c(CCC(=O)Nc2ccccc2N2CCOCC2)s1	i
8	Cn1cnc2cc(OC(=O)Cc3ccc(F)cc3)ccc21	i
9	O=C(CCc1ccccc1)NC1C=CS(=O)(=O)C1 (configuration not stated)	i
10	CC(C)C(=O)Nc1ccc(S(=O)(=O)NCCOc2ccc(-c3ccccc3)nn2)cc1	i
11	COc1ccc(NC(=O)CSc2nc3c(-c4ccccc4)c[nH]c3c(=O)n2C)cc1	i
12	CCn1c(=O)c2c(nc(NCCCOC)n2C)n(C)c1=O	i
13	CS(=O)(=O)N1CCC(C(=O)Nc2ccc(CC(=O)N3CCCC3)cc2)CC1	i
14	COc1cccc(Nc2nnc(CC(=O)NC3CCCC3)s2)c1	i
15	NC(=O)c1oc2ccccc2c1NC(=O)C(=O)NCCOCCO	i
16	Cc1nnsc1C(=O)N1CCC(CNC(=O)C2(c3cccs3)CCCC2)CC1	i
17	CSCCn1c(=NC(=O)c2cc(C)no2)sc2ccccc21	i
18	COc1ccc(F)cc1S(=O)(=O)Nc1ccc2c(c1)N(S(=O)(=O)c1ccc(C)cc1)CCC2	i
19	COc1ccc(CC(=O)NCCN2CCN(S(C)(=O)=O)CC2)cc1OC	i
20	O=C(COc1cccc(C(F)(F)F)c1)N1CCN(c2ccc3nncn3n2)CC1	i
21	CCCN1COc2ccc3c(=O)c(-c4ccc(F)cc4)c(C(F)(F)F)oc3c2C1	i
22	COc1cccc(NC(=O)CSc2ncc(S(=O)(=O)c3ccc(C)c(Cl)c3)c(=O)[nH]2)c1	i
23	COCCNC(=O)Cc1cc(-c2cccc(OC)c2)on1	i
24	CC(O)(CNS(=O)(=O)Cc1ccccc1)c1ccc2c(c1)OCO2 (configuration not stated)	i
25	O=C(Cc1cc(-c2ccc(Cl)cc2)on1)NCc1cccs1	i
26	CCCC(=O)NCCOc1ccc2nnc(-c3cccc(OC)c3)n2n1	i
27	COc1cccc(OC)c1C(=O)NCCNC(=O)c1ccc(NC(=O)C2CC2)cc1	i
28	CC1CCN(c2ccc(N3CCN(C(=O)c4ccc(Cl)c([N+](=O)[O-])c4)CC3)nn2)CC1	i
29	O=C(c1cnn2ccccc12)N1CCN(S(=O)(=O)C2CC2)CC1	i
30	COCC(C)(O)CNC(=O)c1cc(C)cs1 (configuration not stated)	i
31	COc1ccc(C)c2sc(N(Cc3ccccn3)C(=O)CS(=O)(=O)Cc3ccccc3)nc12	i
32	Cc1nc(NCCNC(=O)Nc2ccc(C)c(F)c2)cc(N2CCCC2)n1	i
33	CCOC(=O)N1CCc2nc(NC(=O)c3cccs3)sc2C1	i
34	O=C(Nc1ccc(F)c(Cl)c1)N1CCC2(CC1)NC(=O)N(CCc1ccccc1)C2=O	i
35	O=C1CCc2cc(NC(=O)NC3CCCCC3)ccc2N1	i
36	Cc1ccc(S(=O)(=O)NCC(O)c2ccc(C(F)(F)F)cc2)s1 (configuration not stated)	i
37	O=C(c1ccc2c(c1)OCO2)N1CCN(c2ccc(-c3ccncc3)nn2)CC1	i
38	Cc1c(C(=O)O)oc2c1C(=O)CC(C)(C)C2	i
39	CC(C)CCNC(=O)C(=O)Nc1ccc(Cl)c(N2CCCS2(=O)=O)c1	i
40	COCCNC(=O)Cn1nc2c(c1NC(=O)c1cnccn1)CSC2	i
41	CCOCCn1c(-n2nc(C)cc2C)nc2c1c(=O)n(Cc1ccccc1C)c(=O)n2C	i
42	O=C(CCc1csc(NC(=O)c2ccc(F)cc2)n1)NCCC1=CCCCC1	i
43	CN(C)C(CNC(=O)C(=O)Nc1ccc(OC(F)(F)F)cc1)c1cccs1 (configuration not stated)	i
44	CCCCc1cnc2c(c1SCC(=O)Nc1ccc(C(=O)OC)cc1)c(=O)n(C)c(=O)n2C	i
45	CC(C)C(=O)Nc1ccc(S(=O)(=O)NCC(c2cccn2C)N(C)C)cc1 (configuration not stated)	i
46	CC(C)c1cccc2sc(NC(=O)C3CCCN(S(C)(=O)=O)C3)nc12 (configuration not stated)	i
47	COc1cn(CC(=O)NC(C)C)c(CSc2nc(C)cs2)cc1=O	i
48	COc1ccc(OCC(=O)NCCc2ccc(OC)c(OC)c2)cc1	i
49	CCC(C)NC(=O)C(=O)Nc1c2c(nn1-c1ccc(C)cc1C)CS(=O)(=O)C2 (configuration not stated)	i
50	CCCNC(=O)Cn1nc2c(c1NC(=O)C1CC(=O)N(c3ccc(F)cc3)C1)CSC2 (configuration not stated)	i
51	COc1ccc(C(=O)Nc2ccc3c(c2)CCC(=O)N3CC(C)C)cc1	i
52	CC1CCN(S(=O)(=O)c2ccc(-c3nc(C#N)c(NCc4ccc(F)cc4)o3)cc2)CC1	i
53	O=C(NCCCc1ccccc1)N1CCN(Cc2nc(-c3cccs3)cs2)CC1	i
54	COc1ccc(C(CNS(=O)(=O)c2cc(OC)ccc2OC)N2CCN(C)CC2)cc1 (configuration not stated)	i
55	Cc1c(C)c2ccc(NC(=O)c3ccccc3)cc2[nH]c1=O	i
56	O=C(Cn1cnc(-c2ccccc2)cc1=O)NCCC(c1ccccc1)c1ccccc1	i

# Overlap with the part before: 4 compounds, followed by the next part.
No.	structure	GIRK2 act
53	O=C(NCCCc1ccccc1)N1CCN(Cc2nc(-c3cccs3)cs2)CC1	i
54	COc1ccc(C(CNS(=O)(=O)c2cc(OC)ccc2OC)N2CCN(C)CC2)cc1 (configuration not stated)	i
55	Cc1c(C)c2ccc(NC(=O)c3ccccc3)cc2[nH]c1=O	i
56	O=C(Cn1cnc(-c2ccccc2)cc1=O)NCCC(c1ccccc1)c1ccccc1	i
57	CCN(CC)S(=O)(=O)c1ccc(C(=O)N2c3ccccc3CC2C(=O)NC)cc1 (configuration not stated)	i
58	CCOc1ccc(-c2ccc(=O)n(Cc3nc(-c4ccc(C)c(C)c4)no3)n2)cc1	i
59	Cn1c(-c2cccs2)nn(CCNS(=O)(=O)/C=C/c2ccccc2)c1=O	i
60	Cc1ccc(S(=O)(=O)N(C)CC(O)COc2c(C)cc(C)cc2C)cc1 (configuration not stated)	i
61	COc1ccccc1CNC(=O)Cn1nc(-c2ccc(C)cc2C)ccc1=O	i
62	Cc1ccc(NC(=O)CSc2nc3c(sc(=S)n3-c3ccccc3)c(=O)[nH]2)cc1Cl	i
63	COc1cc(N2CCN(S(=O)(=O)c3ccc(C(F)(F)F)cc3)CC2)nc(OC)n1	i
64	CC(C)N1CCC(CNC(=O)C(C)(C)C)CC1	i
65	COc1ccc(OC)c(S(=O)(=O)N2CCN(c3ccc4nncn4n3)CC2)c1	i
66	COc1ccc(C(=O)NC2C=CS(=O)(=O)C2)cc1OC (configuration not stated)	i
67	COc1cc(C(=O)N2C(=S)C(c3ccccc3)=NC23CCCCC3)cc(OC)c1OC	i
68	CCc1cccc(C)c1NC(=O)Cn1cc(-c2ccc(C)cc2)c(N2CCOCC2)n1	i
69	CC(C)C(=O)N1CCCc2ccc(NC(=O)C(=O)NC3CCCCC3)cc21	i
70	COc1ccc2nc(-c3ccc(NS(=O)(=O)c4cc(C)c(C)cc4C)cc3)cn2n1	i
71	O=C(Cc1cc(-c2ccc3c(c2)OCO3)on1)NCCCN1CCOCC1	i
72	O=C(Nc1ccccn1)c1ccc(S(=O)(=O)N2CCOCC2)o1	i
73	COc1cn(CC(=O)NCC2CCCO2)c(CSc2nnnn2C)cc1=O (configuration not stated)	i
74	Cc1cc(OCC(=O)Nc2cccc(Cl)c2C)nc(N2CCc3ccccc3C2)n1	i
75	CS(=O)(=O)c1cccc2sc(N3CCN(C(=O)C4CCN(S(C)(=O)=O)CC4)CC3)nc12	i
76	COc1ccc(OCCC(=O)NCC23CC4CC(CC(C4)C2)C3)cc1	i
77	CCc1cccc(OCC(=O)NC2CCCCC2)c1	i
78	Cc1cc(-c2nnc(NC(=O)C3CCCCN3S(=O)(=O)c3cccs3)o2)n(C)n1 (configuration not stated)	i
79	COc1cc(NC(=O)Nc2cccc(-c3ccc(N4CCCC4)nn3)c2)cc(OC)c1	i
80	O=C(CS(=O)(=O)c1ccc(Br)s1)NCc1ccco1	i
81	C=CCN1C(=O)C(C)(C)COc2cc(NC(=O)C3CCCO3)ccc21 (configuration not stated)	i
82	Cn1nc(C2CCCN(C(=O)CN3C(=O)CCC3=O)C2)n(-c2ccccc2)c1=O (configuration not stated)	i
83	COc1ccc(Cl)cc1S(=O)(=O)NCC(c1ccsc1)N1CCc2ccccc2C1 (configuration not stated)	i
84	Cc1cc(NC(=O)Cc2ccc(-c3ccccc3)cc2)ccc1N1CCCC1=O	i
85	CCn1nccc1C(=O)Nc1nnc(-c2ccc(OC)cc2OC)o1	i
86	CCOc1ccccc1NC(=O)CCc1c(C)nn(-c2nc(C)cc(=O)[nH]2)c1C	i
87	O=C(Cc1cc(-c2ccc(F)cc2)on1)N1CCc2ccccc21	i
88	O=C(c1ccc(F)c(F)c1)N(Cc1ccsc1)C1CC1	i
89	O=C(Cc1csc(SCC(=O)c2ccc3c(c2)OCO3)n1)Nc1nccs1	i
90	Cc1cc([N+](=O)[O-])ccc1NC(=O)c1ccc(=O)n(Cc2ccccc2F)c1	i
91	Cc1cc([N+](=O)[O-])ccc1NC(=O)c1ccc(=O)n(Cc2ccc(Cl)cc2)c1	i
92	CCOc1ccc(NS(=O)(=O)c2cccc(Cl)c2)cc1	i
93	COc1ccc(C)cc1NC(=O)Cn1cc(-c2ccc(Cl)cc2)c(N2CCOCC2)n1	i
94	O=C(NCCc1ccc(F)cc1)C(=O)NCC1COC2(CCCCC2)O1 (configuration not stated)	i
95	Cc1ccccc1NC(=O)CN1C(=O)NC2(CCC(C)CC2)C1=O (configuration not stated)	i
96	O=C(Nc1nc2ccccc2s1)c1csc(Nc2ccccc2)n1	i
97	Cc1nc(-c2ccccc2)sc1C(=O)OCC(=O)c1cccs1	i
98	N#Cc1ccccc1NC(=O)C(=O)NCC1CCN(Cc2ccco2)CC1	i
99	Cn1c(C(F)(F)F)nn(CCNC(=O)Cc2ccc(F)cc2)c1=O	i
100	CCOCC(=O)NCC1CCN(C(=O)NC(C)(C)C)CC1	i
101	COc1ccc(C)cc1S(=O)(=O)NCCOc1ccc2nnc(-c3ccccc3)n2n1	i
102	Cc1nc(NCCNS(=O)(=O)c2ccc(F)cc2)cc(N2CCOCC2)n1	i
103	Cc1ccccc1-c1noc(CSc2nc(C)c(CCO)c(=O)[nH]2)n1	i
104	CCc1ccc(N2C(=O)C3N=NN(CC(=O)Nc4cccc(C)c4C)C3C2=O)cc1 (configuration not stated)	i
105	O=C(Nc1ccc(C(F)(F)F)cc1)N1CCCSCC1CN1CCOCC1 (configuration not stated)	i
106	Cc1ccc(Cn2c(CO)cnc2SCC(=O)Nc2nccs2)cc1	i
107	CCc1nc2sc(C(c3ccc(Cl)cc3)N3CCCC(C)C3)c(O)n2n1 (configuration not stated)	i
108	CCN1C(=O)N(c2cc(C)ccc2C)C2CS(=O)(=O)CC21 (configuration not stated)	i
109	O=C(Nc1nc(-c2ccc(Cl)cc2)cs1)c1ccno1	i
110	CCOc1ccc(S(=O)(=O)N2CCN(CCn3nc(C)cc3C)CC2)cc1	i
111	COc1ccc(Cl)cc1C(=O)NCC(=O)N1CCOC(c2ccccc2)C1 (configuration not stated)	i
112	Cc1cc(C)n(-c2ccc(N3CCCC(C(=O)Nc4ccc(-n5cnnn5)cc4)C3)nn2)n1 (configuration not stated)	i

# The list goes on:
No.	structure	GIRK2 act
113	COc1ccc(NC(=O)c2ccc(=O)n(CC(=O)Nc3ccc(C(C)C)cc3)n2)cc1	i
114	Cc1cn(C)nc1C(=O)Nc1nnc(-c2ccnn2C(C)C)o1	i
115	O=C(CSc1ncnc2c1[nH]c1ccccc12)Nc1ccccc1Cl	i
116	CCOc1ccc(C(=O)Nc2ccc(Nc3cc(-n4ccnc4)ncn3)cc2)cc1OCC	i
117	O=C(Nc1ccc(Nc2ccc(-n3cccn3)nn2)cc1)c1ncccn1	i
118	Cn1ccc(C(=O)N(CCN2CCOCC2)c2nc3ccccc3s2)n1	i
119	COc1ccc(N(CC(O)Cn2nc(C)cc2C)S(=O)(=O)c2ccc(C)cc2)cc1 (configuration not stated)	i
120	COc1ccc(-c2ccc(=O)n(Cc3cccc4ccccc34)n2)cc1OC	i

# Some of these compounds in order of length of the SMILES, low to high:
No.	structure	GIRK2 act
114	Cc1cn(C)nc1C(=O)Nc1nnc(-c2ccnn2C(C)C)o1	i
115	O=C(CSc1ncnc2c1[nH]c1ccccc12)Nc1ccccc1Cl	i
118	Cn1ccc(C(=O)N(CCN2CCOCC2)c2nc3ccccc3s2)n1	i
117	O=C(Nc1ccc(Nc2ccc(-n3cccn3)nn2)cc1)c1ncccn1	i
120	COc1ccc(-c2ccc(=O)n(Cc3cccc4ccccc34)n2)cc1OC	i
116	CCOc1ccc(C(=O)Nc2ccc(Nc3cc(-n4ccnc4)ncn3)cc2)cc1OCC	i

# Later entries.
No.	structure	GIRK2 act
121	COC(=O)Cn1c(=NC(=O)C2CCCN(S(C)(=O)=O)C2)sc2cc(OC)ccc21 (configuration not stated)	i
122	COc1ccc(C2C(C(=O)C3CC3)=C(O)C(=O)N2CCCOC(C)C)cc1OC (configuration not stated)	i
123	O=C(Cc1ccc(NS(=O)(=O)c2cc(Cl)ccc2Cl)cc1)N1CCOCC1	i
124	COc1ccccc1-c1ccc(=O)n(CC(=O)N2CCCCC2)n1	i
125	O=C(Cc1ccc(F)cc1)Nc1ccc2c(c1)N(C(=O)c1cccs1)CC2	i
126	Cc1cc(C)cc(OCCNC(=O)c2cc3ccccc3oc2=O)c1	i
